rCAG RNA binder – molecules binding r(CAG) RNA repeats; r(CAG) RNA repeat, TO-PRO-1 dye displacement fluorescence; actives 1.3% (n = 370,000); inhibition, % at 3 µM;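 active = inhibition above the plate cutoff, the mean of all test compounds on that plate plus 3 SD, cut at about 35% in these data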;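 also: 0% = DMSO alone and 100% = 100 µM mitoxantrone as full dye displacement; higher means more dye released from RNA so lower well fluorescence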
ABHD4 inh – inhibitors of mouse ABHD4; Q8VD66; purified mABHD4, FP-Rh probe fluorescence polarization; inhibition, % at 8.92 µM; actives 0.54% (n = 370,000);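 active = inhibition exceeding the mean over every tested compound plus 3 SD, cut at about 30% in these data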;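 also: 0% = plate median of compound wells and 100% = S159A mutant with DMSO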
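Assay system: mouse ABHD4 enzyme, wild type / Also added: fluorescent activity-based probe FP-Rh / Doses: single nominal dose of 8.92 µM, 0.89% DMSO final / Timing: 45 min compound pre-incubation plus 60 min probe step, 25 °C / Signal: FP readout, ex 525 nm / em 598 nm / Control set: S159A mutant/DMSO as 100%, compound-well median as 0%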
MBD2 inh – blocks human MBD2 binding to methylated DNA; Q9UBB5; TR-FRET, MBD2 binding to methylated oligonucleotide; inhibition, % at 4.4 µM; actives 0.31% (n = 370,000); in the data active = inhibition above about 13%
LEDGF integ inh – blocks HIV-1 LEDGF/p75-dependent DNA integration; TR-FRET IN-LEDGF/p75 DNA integration, Eu/Cy5; inhibition, % at 3.7 µM; actives 0.64% (n = 370,000);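 active = inhibition above the screen-wide mean plus 3 SD, cut at about 13% in these data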;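 also: signal is the Cy5 over europium emission ratio at 671 and 618 nm; 0% = plate median of compound wells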
HTRA1 inh – blocks human HTRA1 serine peptidase; Q92743; recombinant HTRA1, FP-rhodamine activity-based probe, fluorescence polarization; inhibition, % at 5.96 µM; actives 0.5% (n = 340,000); AID 504803; in the data active = inhibition above about 36%;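 also: 0% = enzyme with DMSO and 100% = wells lacking enzyme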
TCR-CD3 inh – human TCR-CD3 binding inhibition | inhibition, % at 9.4 µM | TAMRA-labeled TCR probe fluorescence, biochemical | actives 0.37% (n = 360,000) | AID 651800; in the data active = inhibition above about 19%;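 also: recombinant mutant TCR 2C K166C tagged with TAMRA read by polarization; 0% = receptor in buffer alone and 100% = receptor with positive control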
NR1D1 modulator – modulates human Rev-erb alpha binding to DNA | activity, % at 10 µM | P20393 | Rev-erbα–FITC-DNA binding, fluorescence polarization, 90 min | AID 1259318 | actives 0.79% (n = 370,000);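 active = activity above about 14%, limit read from the data; passing the limit was not always enough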;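 also: 0% = DMSO wells with 35 nM protein and 100% = DMSO wells with 750 nM protein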
PG9 binder – PG9 antibody binding by small molecule; TR-FRET gp120-PG9 antibody binding; inhibition, % at 6.7 µM; actives 0.43% (n = 360,000); in the data active = inhibition above about 8.5%
PRMT1 inh – inhibitors of human PRMT1 | Q99873 | recombinant PRMT1, activity-based probe fluorescence polarization | inhibition, % at 2.79 µM | actives 1.3% (n = 370,000) | AID 652257;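 active = inhibition above about 21% made by adding two undisclosed values, limit read from the data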
UHRF1 MBD2 ctr – blocks human UHRF1 binding to methylated DNA. Q96T88. UHRF1 binding to methylated oligo, TR-FRET. inhibition, % at 4.4 µM. actives 0.75% (n = 370,000). AID 687016; in the data active = inhibition above about 21%;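 also: UHRF1 SRA domain binding a hemimethylated CpG hairpin DNA probe; 0% = median of test compound wells and 100% = reference inhibitor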
Target sequence (Q96T88 whole entry, looked up, the tested form may be a part): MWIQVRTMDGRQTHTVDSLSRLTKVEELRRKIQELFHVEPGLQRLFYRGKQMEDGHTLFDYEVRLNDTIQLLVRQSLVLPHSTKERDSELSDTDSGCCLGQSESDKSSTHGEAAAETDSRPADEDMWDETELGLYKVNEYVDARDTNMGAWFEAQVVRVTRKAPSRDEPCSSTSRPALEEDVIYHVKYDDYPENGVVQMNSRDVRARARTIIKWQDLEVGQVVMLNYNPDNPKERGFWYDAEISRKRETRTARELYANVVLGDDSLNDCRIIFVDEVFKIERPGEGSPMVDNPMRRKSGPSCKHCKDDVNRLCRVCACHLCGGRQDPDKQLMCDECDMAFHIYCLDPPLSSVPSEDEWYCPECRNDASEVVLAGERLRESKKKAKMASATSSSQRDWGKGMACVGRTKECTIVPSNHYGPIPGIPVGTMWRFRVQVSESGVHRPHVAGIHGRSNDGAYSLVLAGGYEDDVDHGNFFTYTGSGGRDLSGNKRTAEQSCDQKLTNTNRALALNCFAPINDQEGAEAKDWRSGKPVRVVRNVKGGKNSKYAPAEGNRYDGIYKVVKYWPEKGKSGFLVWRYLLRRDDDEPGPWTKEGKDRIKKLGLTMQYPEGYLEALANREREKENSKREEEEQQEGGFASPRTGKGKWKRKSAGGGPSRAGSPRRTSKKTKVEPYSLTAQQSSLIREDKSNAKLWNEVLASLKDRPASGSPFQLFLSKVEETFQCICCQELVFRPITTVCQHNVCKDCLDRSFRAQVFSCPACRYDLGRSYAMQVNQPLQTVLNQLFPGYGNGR
Starred values were filed as active, the others as inactive; nt = no result given; & = joins results of further samples. The list is partial; rates above refer to the full screens.

The line under a structure holds: PRMT1 inh	UHRF1 MBD2 ctr	ABHD4 inh	HTRA1 inh	rCAG RNA binder	LEDGF integ inh	TCR-CD3 inh	PG9 binder	NR1D1 modulator	MBD2 inh
(1) C[C@@H](C(=O)N1CCN(C(=O)OC(C)(C)C)CC1)n1cc(CCCN=C(NC(=O)OC(C)(C)C)NC(=O)OC(C)(C)C)nn1
→ -1	9	3	4	-3	-2	5	-0.4	4	5
(2) CCCCCCOC(=O)C(C#N)c1nc2ccccc2nc1N1CCN(C)CC1 (stereo not given)
→ -3	-6	20	-11	-9	0	5	-0.7	6	-3
(3) CCC(=O)N1CCc2cc(S(=O)(=O)NCCC(=O)NCc3ccc(F)cc3)ccc21
→ 0	-1	5	9	1	0	2	-0.7	0	-3
(4) CCOC(=O)N1CCN(S(=O)(=O)N2CCCC(C(=O)NCc3cc(OC)ccc3OC)C2)CC1 (stereo not given)
→ -1	2	-4	1	0	0	0	-1.4	-2	-2
(5) CCOc1ccc(NC(=O)CN2C(=O)/C(=C3\SC(=S)N(C4CCS(=O)(=O)C4)C3=O)c3ccccc32)cc1 (stereo not given)
→ 2	0	-4	-2	5	-1	8	-1.5	-5	4
(6) CC(=O)c1c(C)[nH]c(C(=O)NCc2ccc(F)cc2)c1C
→ -1	1	1	-7	-3	1	2	-0.3	0	6
(7) COc1ccccc1N1CCN(CC(O)COCc2cccs2)CC1 (stereo not given)
→ 0	6	4	-1	-5	-2	-4	-0.2	6	2
(8) CCN(CC(=O)NCc1ccc(F)cc1)C(=O)CCNS(=O)(=O)c1cccc(C)c1
→ -6	0	-1	2	0	6	4	-0.2	-5	-3
(9) CC(=O)c1cnc2nc(C)nn2c1C
→ 3	5	-1	6	1	-5	-1	-0.5	3	5
(10) CCn1cc(/C=N\NC(=O)c2ccccc2Cl)cn1
→ 4	2	6	0	0	-5	0	0.0	6	-6
(11) CC(C)OC(=O)CN1C(=O)c2ccccc2C1=O
→ -2	-3	2	-4	-1	-1	2	0.4	2	1
(12) CCCCNC(=O)C1(C)CCN1C(=O)c1sccc1C (stereo not given)
→ 5	1	1	nt	0	3	4	-0.5	-1	5
(13) CC(C(=O)Nc1ccon1)N1C(=O)c2ccccc2S1(=O)=O (stereo not given)
→ -1	0	-4	-1	3	0	4	-0.8	-4	2
(14) COc1ccc(OC)c(/C=N/Nc2nncn2/N=C/c2cc(OC)ccc2OC)c1
→ -1	4	12	13	-2	39*	-3	-1.3	2	3
(15) CN(C(=O)c1ccc(NC(=O)C2CC=CCC2C(=O)O)cc1)c1ccccc1 (stereo not given)
→ 1	-1	2	-2	4	-3	4	-3.1	3	2
(16) COc1cc(/C=C2\N=C(c3ccccc3)NNC2=O)cc(OC)c1OC
→ -1	-7	-1	0	9	3	9	-0.8	-7	-7
(17) CCc1nc2ccccc2n1CC(=O)N1CCN(Cc2ccccc2)CC1
→ -3	-2	-6	nt	-4	-3	13	-1.4	7	-1
(18) O=S(=O)(NCc1ccc(Cl)c(Cl)c1)c1cc(Cl)ccc1N1CC[C@@H](O)C1
→ -3	0	-24	nt	4	-6	-1	1.1	11	-2
(19) CNC(=S)N1CCN(c2ccc([N+](=O)[O-])cc2)CC1
→ 4	-3	-2	6	0	-4	-7	-1.5	0	-1
(20) CC(=O)Nc1ccc(C(=O)CN2C(=O)CSC2=O)cc1
→ 2	-2	-3	0	2	0	2	2.5	0	-3
(21) CC(=O)c1sc2nc(CSc3nnnn3-c3ccccc3)[nH]c(=O)c2c1C
→ -2	-5	-5	5	39*	7	8	-0.8	-4	0
(22) COc1ccc(CC(=O)N2CC3(C)CC2CC(C)(C)C3)cc1OC (stereo not given)
→ 0	2	5	-1	-9	1	6	0.2	7	0
(23) Cc1cc(/C=N\NC(=O)c2cccs2)c(C)n1-c1ccc2ncccc2c1
→ -2	-4	7	-17	10	5	1	-1.2	0	-3
(24) O=c1c(-c2ccccc2)coc2c(CN3CCCCC3)c(O)ccc12
→ -2	1	6	3	1	-3	0	1.6	-7	4
(25) CCOc1ccc(/C=N/NC(=O)c2[nH]c3ccc(C)cc3c2C)cc1
→ -2	0	-17	-31	13	1	1	-2.8	-8	0
(26) COCCSc1ccccc1C(=O)N1CCOCC1
→ -1	-3	1	-2	-2	0	-6	3.5	2	-6
(27) Cc1ccc(C(=O)CCc2ccc(N)cc2)cc1
→ -4	4	1	-1	-4	0	-1	-1.2	0	-7
(28) COC(=O)c1ccc(S(N)(=O)=O)o1
→ 2	0	-1	6	-1	1	-6	-0.9	2	1
(29) CCc1ccc(NC(=S)NC2CC3CCCC(C2)N3Cc2cccs2)cc1 (stereo not given)
→ 1	-1	6	-23	3	3	3	-1.4	5	3
(30) CCOC(=O)c1c(C)[nH]c(C(=O)COC(=O)CN2C(=O)C3CCCCC3C2=O)c1C (stereo not given)
→ -1	2	-1	-3	-8	3	1	-0.5	4	1
(31) O=C(O)c1cccc(S(=O)(=O)Nc2ccc(O)c(Sc3nc4ccccc4s3)c2)c1
→ 16	5	-1	-2	29	-3	8	-1.7	3	1
(32) Cc1ccc(OCC(O)Cn2c(NCCc3ccccc3)nc3c2c(=O)[nH]c(=O)n3C)cc1 (stereo not given)
→ -1	1	5	0	3	4	3	-1.9	5	2
(33) Cc1ccc(C)c(N2CCN(C(=O)Cc3c(C(=O)O)[nH]c4ccc(Cl)cc34)CC2)c1
→ 1	0	3	-15	57*	-1	-4	1.1	-1	-2
(34) Cc1c(NC(=O)c2cc(-c3cccs3)nc3ccccc23)c(=O)n(-c2ccccc2)n1C
→ 3	1	-3	-11	3	-7	-9	-1.8	3	1
(35) CC(C)CCc1noc(CN(C)CCC2CCOCC2)n1
→ 3	3	7	5	-2	-7	6	-1.0	4	5
(36) COc1ccc(CNS(=O)(=O)c2cc3c(cc2Br)CC(C)N3C(C)=O)cc1 (stereo not given)
→ -1	0	2	nt	4	-3	nt	nt	-8	2
(37) CCOC(=O)C1CCCN(C(=O)c2ccccc2)CC1 (stereo not given)
→ 2	-1	6	nt	1	-1	-5	3.8	5	3
(38) CCCCC(=O)NC1(C(F)(F)F)C(=O)Nc2c1c(=O)n(C)c(=O)n2C (stereo not given)
→ 2	0	1	1	7	1	-2	0.3	-5	0
(39) Cc1cccc(NC(=O)CNC(=O)c2ccc3nc[nH]c3c2)c1C
→ 6	-1	14	4	2	-5	-7	1.4	-2	1
(40) CCOc1ccc(-c2cn(CCC#N)cn2)cc1
→ -1	0	5	11	1	2	0	-1.3	-2	-3
(41) Cc1cc(NC(=O)CS(=O)(=O)Cc2ccccc2)no1
→ 1	0	8	1	5	1	0	-0.6	0	3
(42) CCN(CC)S(=O)(=O)c1ccc(O)c(NS(=O)(=O)c2ccccc2F)c1
→ 5	4	2	-5	4	-4	3	-1.0	-4	-1
(43) COC(=O)c1ccc(Oc2nc(Nc3ccccc3)nc(N(C)C)n2)cc1
→ 4	6	-3	-26	5	7	-3	3.1	3	8
(44) CCCCc1c(-c2ccccc2OC)ncn1CCc1cccc(Cl)c1
→ -1	2	9	nt	0	3	-7	-1.3	7	9
(45) Cc1ccc(S(=O)(=O)N2CCN(c3nccnc3C#N)CC2)cc1
→ 1	7	3	-2	-3	-2	3	0.9	0	-1
(46) CCCn1c2c(c(O)c(C(=O)NC)c1=O)CCCC2
→ -1	1	2	-2	0	3	-1	-0.7	3	4
(47) CN1CCN2c3ccccc3Cc3ccccc3C2C1 (stereo not given)
→ -3	0	0	-1	1	1	7	-1.7	7&-7	0
(48) COc1ccc([N+](=O)[O-])cc1N(CC(O)CN1C(=O)NC(C)(C)C1=O)S(=O)(=O)c1ccc(C)cc1 (stereo not given)
→ 0	-1	0	4	3	-3	3	-0.2	1	1
(49) CCN(c1ccccc1)S(=O)(=O)c1ccc(OC)c(NC(=O)C2CC(=O)N(Cc3ccccc3)C2)c1 (stereo not given)
→ -2	-1	-1	-9	6	3	1	1.0	0	-4
(50) Cc1cc(N2CCOCC2)nc2ccc(NC(=O)CCC(=O)N3CCCCC3)cc12
→ 2	-2	2	-1	-7	-2	6	3.8	5	-4
(51) Cc1c(C)c2c(OCC(=O)N3CCC(O)CC3)cc3c(c2oc1=O)CCC(C)(C)O3
→ -3	-3	-2	3	-3	4	0	-1.1	-6	-2
(52) Nc1ccccc1S(N)(=O)=O
→ 6	1	0	2	1	-2	1	-2.1	15	6
(53) O=C(CN1CCCCC1)Nc1ccccc1-c1ccccc1
→ 0	3	6	-11	-9	-1	-3	-0.3	-4	6
(54) N=c1c(S(=O)(=O)c2ccc(Cl)cc2)cc2c(=O)n3ccccc3nc2n1C1CCCCC1
→ 5	-1	-2	-2	-2	0	9	0.7	-4	1
(55) O=C(Nc1ccc(Br)cc1)C1CCN(C(=O)c2ccc(F)cc2)CC1
→ -2	-3	0	-12	-4	3	2	0.5	-4	2
(56) CC1(C)Cc2c(c(N3CCOCC3)nc3sc4c(NCc5ccco5)nnnc4c23)CS1
→ 0	0	-11	-23	4	2	-2	0.4	0	1
(57) Cc1ccc(S(=O)(=O)NCC2CCC(C(=O)NCc3ccccn3)CC2)cc1 (stereo not given)
→ -1	-1	3	-1	-4	1	4	0.1	-8	0
(58) CCCCn1c(-c2cccnc2)n[nH]c1=S
→ 1	7	-6	-3	2	-3	-2	1.2	-3	8

Some of the entries so far, in markdown.
| no. | Structure | PRMT1 inh | UHRF1 MBD2 ctr | ABHD4 inh | HTRA1 inh | rCAG RNA binder | LEDGF integ inh | TCR-CD3 inh | PG9 binder | NR1D1 modulator | MBD2 inh |
| --- | --- | --- | --- | --- | --- | --- | --- | --- | --- | --- | --- |
| 53 | O=C(CN1CCCCC1)Nc1ccccc1-c1ccccc1 | 0 | 3 | 6 | -11 | -9 | -1 | -3 | -0.3 | -4 | 6 |
| 58 | CCCCn1c(-c2cccnc2)n[nH]c1=S | 1 | 7 | -6 | -3 | 2 | -3 | -2 | 1.2 | -3 | 8 |

Bioassay records: PubChem BioAssay, several laboratories
